PP1 counter: PP1-alpha phosphatase inhibitors, primary screen, counter-screen for PP5 inhibitor project, biochemical, fluorescence, OMFP substrate, single point. purified PP1alpha. Serine/threonine-protein phosphatase PP1-alpha catalytic subunit (Homo sapiens), P62136. inhibition, % at 6.7 µM. 320,000 compounds, 0.9% hits;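 active = inhibition above the mean inhibition of all tested compounds plus 3 SD, computed separately for each screening campaign, cut at about 15% in these data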
Target sequence (P62136 whole entry, looked up): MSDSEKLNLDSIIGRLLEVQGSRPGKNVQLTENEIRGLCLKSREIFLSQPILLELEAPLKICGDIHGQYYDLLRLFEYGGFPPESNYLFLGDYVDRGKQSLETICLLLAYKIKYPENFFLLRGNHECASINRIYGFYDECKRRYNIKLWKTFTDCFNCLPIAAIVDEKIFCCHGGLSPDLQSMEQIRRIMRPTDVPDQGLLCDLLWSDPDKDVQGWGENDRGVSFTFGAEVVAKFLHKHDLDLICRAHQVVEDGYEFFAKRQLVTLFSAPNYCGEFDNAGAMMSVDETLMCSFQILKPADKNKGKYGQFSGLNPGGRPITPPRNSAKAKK
EBNA-1 inhibitor: EBNA-1 DNA-binding inhibitors, primary screen, biochemical, fluorescence polarization | inhibition, % at 14.8 µM | 300,000 compounds, 0.34% hits; in the data active = inhibition above about 28%
HCV core dimer: inhibitors of HCV core protein dimerization, primary screen, biochemical, TR-FRET, high-throughput; inhibition, % at 5 µM; TR-FRET GST/Flag-core106 dimerization, 1536-well; 300,000 compounds, 0.33% hits;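 active = inhibition above the mean of all tested compounds plus 3 SD, set per screening campaign, cut at about 45% in these data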
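System – GST-tagged and Flag-tagged HCV core protein residues 1-106 · Repeats – one well for each compound · Technique – TR-FRET 671 and 617 nm emission · Doses – one concentration, 5 µM, in 0.5% DMSO · Times – 4 h, 22.5 °C incubation · Also added – Eu donor and XL665 acceptor anti-tag antibodies · Measure – percent inhibition of core106 dimerization signal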
CTSL1 counter: Fasciola hepatica cathepsin L1 inhibitors, primary screen, counter-screen for PFM18AAP inhibitor project, biochemical, QFRET, fluorogenic peptide substrate | inhibition, % at 5.96 µM | AID 1906, 2009 | recombinant F. hepatica cathepsin L1, Z-Leu-Arg-MCA fluorescence | 300,000 compounds, 0.49% hits;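 active = inhibition above the mean of all tested compounds plus 3 SD, set per screening campaign, cut at about 17% in these data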;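 note: 0% = plate median of test compound wells and 100% = 1 µM Z-Phe-Ala-diazomethylketone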
TPT1 inh: Candida albicans TPT1 enzyme inhibitors, primary screen, biochemical, fluorescence polarization; inhibition, % at 5 µM; recombinant caTPT1, FP RNA substrate dephosphorylation; 300,000 compounds, 0.81% hits;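 active = inhibition above the mean of all tested compounds plus 3 SD, set per screening campaign, cut at about 24% in these data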;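 note: plate controls were DMSO alone for no effect and ferristatin control at 100 nM for full effect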
JMJD2C inh: inhibitors of GASC-1 histone demethylase, primary screen, biochemical, fluorescence, DELFIA europium; Lysine-specific demethylase 4C (Homo sapiens), Q9H3R0; GST-JMJD2C(1-420) H3K9me3 demethylation; inhibition, % at 2.35 µM; 330,000 compounds, 0.069% hits;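 active = more than half of a compound's replicate wells show inhibition beyond 50%, single wells judged on their own value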;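 note: signal counts dimethyl H3K9 product captured on neutravidin plate; 0% = median of DMSO wells and 100% = 0.3 times that DMSO median; strong numbers were not always called active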
Target sequence (Q9H3R0 1-420 limits assumed): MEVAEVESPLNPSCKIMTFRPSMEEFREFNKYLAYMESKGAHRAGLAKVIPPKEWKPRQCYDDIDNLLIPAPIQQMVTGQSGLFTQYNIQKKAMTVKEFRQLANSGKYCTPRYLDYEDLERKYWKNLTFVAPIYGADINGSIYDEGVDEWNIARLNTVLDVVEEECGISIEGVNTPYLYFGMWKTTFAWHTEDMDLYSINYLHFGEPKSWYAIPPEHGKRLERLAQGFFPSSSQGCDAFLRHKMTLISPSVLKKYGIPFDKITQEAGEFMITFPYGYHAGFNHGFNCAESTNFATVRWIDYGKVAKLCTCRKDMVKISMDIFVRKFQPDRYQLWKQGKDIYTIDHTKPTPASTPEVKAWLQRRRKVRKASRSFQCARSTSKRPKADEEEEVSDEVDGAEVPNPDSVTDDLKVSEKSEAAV
PP5 inh: PP5 phosphatase inhibitors, primary screen, biochemical, fluorescence; Serine/threonine-protein phosphatase 5 (Homo sapiens), P53041; purified PP5c, OMFP substrate fluorescence; inhibition, % at 6.7 µM; 320,000 compounds, 0.18% hits;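 active = inhibition above the campaign's mean inhibition across all tested compounds plus 3 SD, cut at about 9.5% in these data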;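 note: 0% = DMSO only and 100% = 100 µM cantharidin control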
Yeast superoxide: reduction of superoxide in aged yeast, primary screen, HTS. S. cerevisiae aged cells, superoxide DHE fluorescence; hits give low values. superoxide response (% of plate mean), % at 10 µM. 330,000 compounds, 0.18% hits. AID 2690, 2010;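 active = superoxide response under a set limit, about three screen SD below normal, cut at about 65% in these data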;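 note: yeast aged for seven days with compound at 30 °C before DHE staining; 100% = average MFI of all compound-treated wells on the plate with controls excluded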
ZTA counter: ZTA (EBV) inhibition in EBNA-1 counter-screen. P03206. inhibition, % at 11 µM. 320,000 compounds, 0.15% hits. ZTA-DNA binding, fluorescence polarization; in the data active = inhibition above about 33%
Target sequence (P03206 whole entry, looked up): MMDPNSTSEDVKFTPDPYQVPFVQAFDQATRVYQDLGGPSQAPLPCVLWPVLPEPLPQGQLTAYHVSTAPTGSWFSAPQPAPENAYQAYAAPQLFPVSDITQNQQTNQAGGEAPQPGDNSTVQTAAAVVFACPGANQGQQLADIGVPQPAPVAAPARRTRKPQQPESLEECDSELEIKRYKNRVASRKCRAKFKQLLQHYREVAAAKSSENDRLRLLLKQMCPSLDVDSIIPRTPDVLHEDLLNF
Active calls of the source: *; / = not tested or not shown. Hits appear at their usual frequency (roughly 3.1% active in at least one column).

SMILES	PP1 counter	EBNA-1 inhibitor	HCV core dimer	CTSL1 counter	TPT1 inh	JMJD2C inh	PP5 inh	Yeast superoxide	ZTA counter
O=C(CSc1ccc2c(c1)OCCO2)Nc1ccc2c(c1)OCO2	-2	-1	7	3	-4	2	0.3	99	-12
COc1ccccc1-n1nc(C(=O)NCc2ccco2)c2ccccc2c1=O	-1	12	0	-2	-7	4	1.0	95	9
CC(=O)NC(Cc1ccccc1)C(=O)OCC(=O)c1ccccc1 (configuration not stated)	-1	6	0	0	-2	-3	-0.9	89	-8
O=C(O)c1cccc2sc3cc(Cl)ccc3c(=O)c12	-5	/	/	/	/	8	-2.9	141	-6
COc1cc(CN2CC(=O)N(c3cccc(Cl)c3C)C2=S)cc(OC)c1OC	0	0	-1	-2	1	8	3.2	117	-12
FC(F)Sc1ccc(NC(=S)NC2CCCC2)cc1	-1	-9	2	0	2	-3	2.0	112	-7
COc1ccc(S(=O)(=O)Cc2ccc(C(=O)NCC(OC)OC)o2)cc1	-5	-18	-5	-5	0	7	-0.9	95	0
Cc1cc(NCc2ccccc2)n2ncc(-c3ccccc3)c2n1	0	0	-3	-3	-1	2	3.4	82	-8
O=C1CC(c2ccccc2)c2ccccc21 (configuration not stated)	0	-8	-1	2	-2	5	1.9	96	-23
C=C1CCN([C@@H](Cc2ccccc2)C(=O)NC2CCN(Cc3ccccc3)CC2)S(=O)(=O)c2ccccc21	3	-16	-4	1	0	-2	2.0	/	-3
COc1ccc2c(c1OC)C(=O)N1N=C(c3ccc(O)cc3)CC21 (configuration not stated)	-4	-5	-12	-2	-3	-3	2.6	139	-16
COc1ccc(Cl)cc1NC(=O)CN1CCCCCC1	-2	-9	-1	-3	0	5	1.8	87	-5
COc1cccc(/C=N/c2nc3ccccc3n2C)c1O	-3	12	0	0	2	9	-1.2	92	24
O=C1NN(c2cccc(Br)c2)C(=O)/C1=C/c1ccc(-c2cc([N+](=O)[O-])ccc2O)o1	-3	0	4	0	4	4	-4.0	119	-7
CC(Oc1ccc(F)cc1)C(=O)Nc1ccc(S(=O)(=O)NC2=NCCCCC2)cc1 (configuration not stated)	-1	/	/	/	/	-2	1.0	94	3
Cn1c(CCC(=O)OCC(=O)NCC(F)(F)F)nc(=O)c2ccccc21	-2	1	-1	4	-4	-2	-1.0	105	-16
CCN(CC)CCOC(=O)c1ccc(NC(=O)CNC(=O)c2ccccc2)cc1	-13	2	-4	1	-3	-3	1.6	93	-11
Cn1c(Cc2ccccc2)nnc1SCC(=O)NC1CCCCC1	6	-9	-1	-6	-10	-13	-2.2	96	4
N#Cc1ccc(CSc2nnc3[nH]c(=O)cc(N)n23)cc1	3	-5	-6	-1	-1	97	1.3	92	-9
Cc1ccccc1Nc1cc(=O)oc2ccccc12	-3	4	3	-2	-3	-8	2.1	101	9
Cc1cccc(NC(=O)c2ccc(C(=O)c3ccccc3)o2)c1	-1	3	-3	2	1	3	3.0	97	9
Cc1cc(C=O)c(C)n1-c1ccc(N2CCOCC2)cc1	-2	-14	1	5	1	-11	2.4	111	-2
O=C(NN1CCOCC1)C12CC3CC(CC(C3)C1)C2	-1	9	-7	-3	-1	3	0.4	91	-5
O=C(NCc1ccccc1)c1cccc(S(=O)(=O)N2CCOCC2)c1	1	9	-4	7	-5	13	-2.4	104	9
O=S(=O)([N-]c1nc2ccccc2nc1-[n+]1ccccc1)c1ccccc1	-1	-4	-6	2	5	-9	0.3	95	-3
More compounds follow:
SMILES	PP1 counter	EBNA-1 inhibitor	HCV core dimer	CTSL1 counter	TPT1 inh	JMJD2C inh	PP5 inh	Yeast superoxide	ZTA counter
OCCC1CN(C2CCC2)CCN1Cc1ccc(F)c(F)c1 (configuration not stated)	1	-4	-4	-1	-2	6	-0.3	85	6
COc1cc2c(cc1OC)C(COc1cccc(C(F)(F)F)c1)NCC2 (configuration not stated)	-5	-9	-14	3	-2	-1	2.3	88	-19
COc1ccc(NC(=O)CSCC(=O)Nc2ccc(S(=O)(=O)N3CCOCC3)cc2)cc1	-3	/	/	/	/	-5	2.7	100	11
COc1c(Cl)cc(Cl)cc1/C=N/NC(=O)c1nnn(-c2nonc2N)c1CN1CCC(C)CC1	2	-1	6	-6	-1	7	2.2	94	19
COCCNc1nc2c(-c3cccc(C(F)(F)F)c3)nnn2c2ccccc12	0	5	0	-1	2	6	1.9	108	14
CC(=O)c1cccc(NC(=O)NC(C)C2CCCO2)c1 (configuration not stated)	-1	5	3	-3	2	5	4.0	99	12
CCn1cc(CNC(=O)C2CCC(=O)N(Cc3ccccc3F)C2)cn1 (configuration not stated)	-5	-1	0	-2	0	/	0.0	86	-7
CCOC(=O)C1=C(C)N(c2ccccc2)C(=O)/C1=C\c1ccco1	-1	0	4	-2	-4	4	4.2	89	-7
COc1ccc(CCNc2oc(COc3ccccc3)nc2C#N)cc1	0	15	-6	0	2	-3	4.5	102	4
O=C(COc1ccc2c3c(c(=O)oc2c1)CCC3)N1CCN(c2ccc(F)cc2)CC1	1	5	14	-1	-6	-43	1.3	95	11
COc1cccc(-c2nc3c(c(SCC(=O)N4CCOCC4)n2)Cc2c(CO)cnc(C)c2O3)c1	-3	-2	21	1	0	35	2.4	93	13
C=Cc1cccc(NC(=O)COc2ccccc2)c1	-1	7	-3	1	-2	9	0.7	85	-12
Cc1cc(Br)ccc1OCCN1CC(C)OC(C)C1 (configuration not stated)	-5	-5	-2	-10	48*	-11	3.1	77	-8
COc1ccc(NC(=O)COC(=O)CCOc2ccccc2C)cc1Cl	0	7	-4	-28	0	5	1.9	99	-8
Cc1cc(C)cc(Nc2ncc3c(n2)CC(c2ccco2)CC3=O)c1 (configuration not stated)	5	5	19	8	-3	-18	2.2	92	-10
O=C(Nc1cnccn1)c1cccc(C(F)(F)F)c1	-4	10	-3	2	-3	6	-1.2	114	21
COc1cccc(NS(=O)(=O)c2ccc3[nH]cc(C(=O)NCCCOC(C)C)c(=O)c3c2)c1	0	-4	1	2	1	10	0.0	108	-12
N#CC1=C(N)OC2=C(C(=O)CCC2)C1CCc1ccccc1 (configuration not stated)	-3	11	0	-1	-1	0	-0.3	119	5
CCCCCCNC(=O)CC(NS(=O)(=O)c1ccc(OC)cc1)C(C)C (configuration not stated)	2	5	4	-1	0	4	0.3	115	15
Cc1ccccc1NC(=O)C1(C)Cc2ccccc2C(=O)O1 (configuration not stated)	-1	-9	-1	-5	2	4	-5.2	104	17
COc1ccc(/C=C(\NC(=O)c2ccccc2)C(=O)NCc2ccco2)cc1	-6	0	1	1	2	-10	1.3	87	0
Cc1nn(-c2ccccn2)c(N)c1N=O	-6	-12	-9	5	0	5	3.4	108	7
COC(=O)C1=CN(C2CC2)C=C(C(=O)OC)C1c1ccc(C(F)(F)F)cc1	0	7	-2	-2	-6	0	2.1	90	-2
COc1ccc(C)cc1NC(=O)c1ccc(NS(=O)(=O)c2cccc3cccnc23)cc1	-2	9	10	3	3	0	2.5	103	-3
O=[N+]([O-])c1ccc(/C=C2\CCC(C3=CCCC3)=C2N2CCOCC2)cc1	2	-17	11	-2	10	5	2.2	81	-6
(listing goes on)
SMILES	PP1 counter	EBNA-1 inhibitor	HCV core dimer	CTSL1 counter	TPT1 inh	JMJD2C inh	PP5 inh	Yeast superoxide	ZTA counter
CCOC(=O)C1CCN(C(=O)CN(c2ccc3c(c2)OCCO3)S(C)(=O)=O)CC1	1	0	-3	2	1	5	2.6	103	-2
CC(C)(C)SCCNC(=O)CN(c1ccc(F)cc1)S(C)(=O)=O	-2	16	-3	-1	-1	53	-1.6	95	-2
Cc1ccc([N+](=O)[O-])c(-c2n[nH]c(=S)n2-c2cccc(Cl)c2)c1	1	7	-5	4	-5	-1	1.0	108	-1
O=C1NCCCC1C(=O)N/N=C/c1ccccc1 (configuration not stated)	-3	5	-6	1	0	-2	1.6	98	-8
CCn1c(-c2ccccc2Cl)nn(CC(=O)Nc2ccc(OC)cc2)c1=S	0	4	-2	-5	0	0	0.1	96	12
CN1CCN(c2nc(-c3ccco3)cc(C(F)(F)F)n2)CC1	-1	-2	-2	0	3	-1	3.9	112	-3
O=C(NCc1ccc2c(c1)OCO2)C1CCN(Cc2cnn(-c3ccccc3)c2-n2cccc2)CC1	-1	3	-2	-1	0	1	1.5	96	-3
c1cnc2ccc(C(c3nnnn3C3CCCCC3)N3CCN(C4CCCCC4)CC3)cc2c1 (configuration not stated)	7	-9	-7	0	2	-7	2.4	104	14
Cc1ccc(S(=O)(=O)Cc2csc(N)n2)cc1	4	-1	-3	-1	1	5	0.2	97	-8
CC1=CC(C)(C)N(S(=O)(=O)c2ccc(C)cc2)c2cc(C)ccc21	0	-2	-5	-3	-1	-3	4.2	101	-7
COc1ccc(S(=O)(=O)N2CCOCC2)cc1NC(=O)Cc1c(Cl)cccc1Cl	0	-3	3	0	2	-8	0.8	100	-3
Cc1c2cn[nH]c(=O)c2c(C)n1-c1ccccc1	-2	-11	2	1	-1	9	0.4	101	8
CCn1nnnc1SCC(=O)Nc1ccc(F)cc1	-2	-15	-2	5	1	2	1.7	101	2
Cc1nc([N+](=O)[O-])cn1Cc1cccc2ccccc12	-4	-4	-8	0	2	-16	3.8	80	-12
COC(=O)[C@H](CCSC)NS(=O)(=O)c1ccccc1Br	-4	-6	5	0	0	18	-0.9	98	3
CC(C)(C)NC(=O)CSc1ncnc2c1nnn2Cc1ccccc1Cl	2	3	6	3	-7	29	0.3	112	7
COC(=O)Nc1ccc(S(=O)(=O)Nc2cnc3ccccc3n2)cc1	-1	-6	2	1	1	14	3.0	95	-7
COc1ccc(-c2noc(CN(C(=O)c3ccoc3C)C(C)C)n2)cc1	-4	-1	-1	3	2	-4	-2.0	108	-13
CCN(Cc1ccccc1)C(=O)c1ccc(C(=O)N(CC)Cc2ccccc2)cc1	-1	-12	12	-4	-3	17	2.1	95	7
COc1ccc(Cl)cc1NC(=O)CCCNC(=O)c1ccc(Cl)cc1	2	-4	-14	2	-5	1	2.7	102	-16
CN(C)S(=O)(=O)c1cccc(CSc2cccc[n+]2[O-])c1	-5	7	2	-1	-6	-1	-3.0	104	-16
Cc1nnc(SCC(=O)Nc2ccc3c(c2)OCCO3)n1N	-4	-4	-2	-3	-1	0	1.4	91	3
CCOC(=O)C1CCN(C(=O)C2CCN(S(=O)(=O)c3c(C)noc3C)CC2)CC1	-1	17	1	-1	-2	-7	0.1	90	4
